BRCA1 expr act – activators of BRCA1 expression; MCF7-BRCA1-FFLuc reporter, luminescence, 48 h; response scale: scaled: vehicle 0%, 10 µM genistein 100%; Potency, µM (highest dose often 46.1 µM), without a hit: top-dose activation, most hits filed as activators; actives 1.1% (n = 380,000); further: potency means the concentration at half of the fitted maximal effect; nearly all actives have a fitted effect of over 80% in size; some results filed as inactive show a strong effect at the top dose
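First, MCF7-BRCA1-FFLuc cells (2000/well) attach for 2 h; next, compounds are pin-added and incubated 48 h at 37 °C; finally, luciferase reagent is added and luminescence read after 15 min.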
TSG101-PTAP inh – blocks PTAP/TSG101 interaction to inhibit HIV-1 budding | AID 493005 | Potency, µM (highest dose often 115 µM), for inactives: at the top dose activity change, negative = inhibition, most hits filed as inhibitors | Fluorescence polarization, FITC-PTAP peptide / Tsg101 binding | 340,000 tested, under 10 active | Q99816; active means well fitted inhibition curve with a large enough effect in the main read-out, with a control signal flat, not every such curve was filed as active; inconclusive means small, poorly fitted or top-dose-only effect, or effect the other way, or a change in a side signal; inactive means no such curve, though single readings can be large or run the other way; further: potency means the concentration at half of the fitted maximal effect; % of control where 0% means no effect
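FP read-out: FITC-PTAP peptide, 50 nM final, binding Tsg101 binding domain, 10 uM final; 20 min, r.t.; 10 mM HEPES pH 7.5, 0.15 M NaCl, 0.01% Tween 20, 3 mM EDTA, 0.1 mM TCEP.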
a7 integrin act – activates integrin-mediated alleviation for muscular dystrophy | alpha7betagal myoblasts, beta-gal FDG fluorescence, 48 h | Potency, µM (doses to about 38.3 µM), inactives show top-dose activation, most hits filed as activators | actives 0.064% (n = 350,000);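 further: potency means the concentration at half of the fitted maximal effect; 100% = response of the positive control SU9516; nearly all actives have a fitted effect of over 60% in size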
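alpha7betagal+/- myoblasts (passage 13, 250/well) treated 48 h at 37C with compounds at 1:260 dilution of DMSO stock. Lysed, then beta-galactosidase activity read as FDG fluorescence (ex 480/em 540) after 30 min, with pre-read for autofluorescence.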
p53 reactivation – re-activators of mutant p53. H1299 p53-A138V BP100-luciferase reporter, luminescence, 24 h. Potency, µM (doses to about 92.2 µM), for the others: at the top dose activity change, positive = activation, actives largely listed as activators. actives 0.063% (n = 320,000). AID 504706; further: potency means the concentration at half of the fitted maximal effect; % of control where 0% means no effect; nearly all actives have a fitted effect of over 45% in size
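p53-null H1299 cells stably carrying temperature-sensitive p53-A138V and a BP100-luciferase reporter were pinned with compounds (4-point, 1:5 series) and held 24 hrs at 37 deg C. Luminescence was read 10 min after detection reagent.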
TRPV1 agonist – activates the human vanilloid receptor TRPV1 | AID 540275 | TRPV1-expressing cells, Fluo-8 calcium influx, agonist mode | actives 0.19% (n = 320,000) | activation, % at 8.33 µM; in the data active means activation above about 80%; inconclusive means between about 30% and that limit; further: 0% is about no effect
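TRPV1-expressing cells were cultured overnight at 35.5C and loaded with Fluo-8 calcium dye for 40 to 90 min at room temperature. After a 10 s baseline, compound was added and calcium influx was read kinetically for 3 min (ex 480/em 520 nm).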
A-T KAP1 phos – potential ataxia-telangiectasia treatment. […] A-T fibroblasts, KAP-1 phosphorylation AlphaLISA; neocarzinostatin DNA damage 30 min before lysis. Potency, µM (top dose mostly 57.5 µM), for inactives: top-dose activation, most hits filed as activators. actives 0.19% (n = 320,000). AID 485349; further: potency means the concentration at half of the fitted maximal effect; % of control where 0% means no effect; nearly all actives have a fitted effect of over 45% in size
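hTERT-immortalized A-T patient fibroblasts ([…]), 500 cells/well in OPTI-MEM, 1% FBS, got compounds for 60 min, then NCS for 30 min at 37C. Lysates were then assayed for phospho-KAP-1 by AlphaLISA (anti-pKAP1 donor, anti-KAP1 acceptor beads), 6 hr at 25C.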
B2AR arrestin – recruits beta-arrestin to the human beta2-adrenergic receptor. P07550. beta-arrestin recruitment to beta2AR, cell-based reporter. Potency, µM (doses to about 46.1 µM), for inactives: top-dose activation, hits mostly activators. actives 0.02% (n = 330,000). AID 492947;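 further: potency means the concentration at half of the fitted maximal effect; 0% = DMSO controls and full agonism = EC100 isoproterenol or metaproterenol; nearly all actives have a fitted effect of over 65% in size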
TCR act – T cell receptor activation; primary human leukocytes, anti-CD3, IL-2 HTRF, 48 h; Potency, µM (titrated, usually from 9.22 µM), for inactives: at the top dose activation of IL-2 secretion, hits mostly activators; 330,000 tested, under 10 active; further: % of control where 0% means no effect
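Activity was scored as IL-2 release from primary human leukocytes given only a TCR signal (a-CD3 beads) plus compound for 48 hr. Detection used a two-antibody HTRF format read at 665nm.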
CXXC DNA block – blocks binding of human MLL CXXC domain to DNA; actives 0.037% (n = 290,000); AID 2662; MLL-CXXC / FITC-HOXA9 DNA fluorescence polarization; Potency, µM (titrated, usually from 115 µM), inactives show top-dose activity change, negative = inhibition, usual class: inhibitors; Q03164; active means well fitted inhibition curve with a large enough effect in the polarisation, with a control signal flat, not every such curve was filed as active; inconclusive means small, poorly fitted or top-dose-only effect, or effect the other way, or a change in a side signal; inactive means no such curve, though single readings can be large or run the other way; the % refers to the polarisation; further: potency means the concentration at half of the fitted maximal effect
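Purified MLL-CXXC (added from a 7 uM solution) was preincubated 5 min at ambient with pinned compounds in 50 mM Tris-HCl pH 7.5, 50 mM NaCl, 1 mM DTT, 0.05% BSA. Fluorescein-labeled HOX-A9 DNA (50 nM solution) followed, 30 min, then polarization read.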
ELG1 DNA repair – ELG1-dependent DNA repair inhibition. HEK293T ELG1-luciferase reporter, luminescence, 16 h; DNA damage induced by 5-fluorouridine. Potency, µM (doses to about 46.1 µM), inactives show top-dose activity change, negative = inhibition, usual class: inhibitors. actives 2.3% (n = 330,000); further: potency means the concentration at half of the fitted maximal effect; on the % scale 0 is the no-effect control and ±100 the full control effect; nearly all actives have a fitted effect of over 55% in size
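Overnight (16 hr) co-exposure of 2,000 cells/well to 5-fluorouridine and compound at 37 °C preceded detection. Luciferase was quantified via ONE-Glo luminescence; loss of signal denotes inhibition.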
Starred values were filed as active, the others as inactive; ? = inconclusive; / = not tested or not shown; [ ] = another dose, or the depositor's remark. Unless noted, the call rests on the fitted dose curve; in most records, active means well fitted curve in the direction sought with a large enough effect; inconclusive means small, poorly fitted or top-dose-only effect, or another doubt; inactive means no such curve, though single readings can be large; an effect the other way counts as inactive or inconclusive. An unsorted share of the library. About 3.8% of those tested had a hit in this group.

SMILES | BRCA1 expr act | TSG101-PTAP inh | a7 integrin act | p53 reactivation | TRPV1 agonist | A-T KAP1 phos | B2AR arrestin | TCR act | CXXC DNA block | ELG1 DNA repair
CN(CC1COc2ccccc2O1)C(=O)c1ccc(Cl)c(S(=O)(=O)N2CCCCCC2)c1 (centres undefined) | -46% | 0% | -6% | -11% | 23 | 9% | 0.0% | 8% | / | ?
N#C/C(=C\C=C\c1ccccc1[N+](=O)[O-])C(=O)NCc1ccccc1 | -92% | -1% | -80%[inhibitor] | -11% | ? | 11% | -0.4% | -55% | -18% | ?
COc1ccc(CCNS(=O)(=O)c2csc(C(N)=O)c2)cc1OC | -6% | 0% | -3% | -1% | 0 | -6% | -1.3% | 14% | 8% | -1%
C=C(C)CNC(=S)N/N=C/c1ccc(N2CCOCC2)cc1 | -19% | 2% | 6% | 4% | 5 | 0% | -0.6% | 11%[46.1 µM] | -6% | -19%
Cc1ccc(C)c(C(=O)COC(=O)CN2C(=O)C3C4C=CC(C4)C3C2=O)c1 (centres undefined) | -18% | -9% | -5% | 4% | 2 | 8% | 0.0% | 0% | -1% | 27%
COc1ccc(/C=N/NC(=O)C2(O)c3ccccc3-c3ccccc32)cc1 | -13% | -5% | -5% | 5% | 0 | 5% | -1.9% | 10%[46.1 µM] | 11% | 14%
c1ccc(Cn2nnc3c(NCC4CCCO4)ncnc32)cc1 (centres undefined) | 1% | -4% | -5% | ? | 11 | / | 0.3% | -1% | -16% | ?
CC(C)NC(=O)NC(=O)CN1C(=O)NC(Cc2c[nH]c3ccccc23)C1=O (centres undefined) | -6% | 0% | -33% | 2% | -1 | 4% | -0.2% | -1% | 14% | -5%
CC(C)C(=O)Nc1ccc(O)c(-c2csc(N)n2)c1 | 63% | -4% | 8% | -2% | 18 | 0% | 0.2% | -2% | -1% | 0%
Cc1nnsc1C(=O)N/N=C/c1cccc(C(F)(F)F)c1 | 1% | -6% | ? | 9% | 2 | 1% | 0.0% | 0% | -8% | -13%
Cc1cccc(NCc2n[nH]c(=S)n2-c2ccccc2)c1 | -9% | -2% | 10% | 6% | 0 | -6% | 0.3% | -2% | 4% | -1%
COC(=O)C1=C(Nc2ccccc2NS(=O)(=O)c2ccc(C(F)(F)F)cc2Cl)CSC1 | -29% | -3% | -4% | 1% | 5 | -6% | -0.6% | 1% | -1% | -4%
Cc1ccc(C(=O)OCC(=O)NCCc2ccccc2)cc1C | 6% | -1% | -9% | 3% | 15 | 6% | -2.3% | 1% | / | ?
Cc1ccc(/C=N/NC(=O)c2ccccn2)s1 | 4% | -2% | 0% | ? | ? | -1% | 0.0% | 1%[46.1 µM] | -9% | ?
CCOC(=O)C1=C(O)C(=O)N(C2CCCCC2)C1 | -19% | 0% | 7% | -4% | 1 | -2% | 0.2% | -3% | 3% | 14%
COc1ccc(CNCCCC(=O)Nc2c(Cl)ccc(C)c2Cl)cc1OC | -36% | -3% | -4% | -4% | -3 | -3% | 0.1% | 0% | -1% | -8%
COC(=O)c1cscc1NC(C)=O | -6% | -2% | 26% | -3% | 0 | -3% | -0.3% | 1% | -2% | 5%
C=CCC(C(=O)NC(C)c1ccccc1)C(=O)NC(C)c1ccccc1 (centres undefined) | -11% | -3% | 14% | 1% | -3 | 10% | 0.4% | -4% | 8% | 4%
CCCCCCCCOc1ccc(C2CC(=O)NC2=O)cc1 (centres undefined) | 4% | -2% | -14% | / | 3 | 5% | 0.0% | / | -5% | -3%
CCC(C(=O)Nc1ccc(C(C)C)cc1)c1ccccc1 (centres undefined) | 9% | -4% | -11% | 0% | ? | 5% | 0.2% | -3% | 1% | -3%
O=C(Oc1cncc(Cl)c1)c1ccco1 | -1% | -5% | -1% | -5% | 2 | 0% | 0.1% | -5%[46.1 µM] | 90%[activator] | 10%
O=C(CN1CCCCCCC1)Nc1cc(Cl)cc(Cl)c1 | -15% | 0% | 18% | 3% | 4 | 19% | -0.2% | / | -3% | ?
O=C(O)/C(=C\c1ccccc1OC(F)F)Sc1nnc(-c2ccc(F)cc2)o1 | -26% | -6% | 27% | 7% | ? | 0% | -0.1% | 1% | -15% | ?
O=C(N/N=C/c1ccco1)c1ccc(NC(=O)C2CC2)cc1 | 0% | 2% | 6% | -2% | 4 | -3% | -0.3% | -7% | 9% | -4%
CCOC(=O)C(Cc1cc(N)c(Oc2ccc(OC)cc2)c(N)c1)NC(C)=O (centres undefined) | -2% | -2% | 16% | / | / | / | / | 3% | / | /
Cc1ccsc1/C=C(\C#N)C(=O)NCCCN1CCOCC1 | 32% | -1% | 33% | -1% | -4 | -7% | 0.0% | -1% | 1% | ?
CC1CCN(S(=O)(=O)c2cn(CC(=O)Nc3ccc(OC(F)(F)F)cc3)cn2)CC1 | 1% | -8% | 18% | 8% | 3 | -8% | 0.4% | -3% | -2% | 14%
Cc1cc(C)c(NC(=O)CN2C(=O)CC(C)S(=O)(=O)c3ccccc32)c(C)c1 (centres undefined) | -27% | -6% | -9% | -2% | 0 | -4% | 0.2% | -2% | 4% | ?
Cc1ccc(OCC(=O)Nc2cc(C(C)(C)C)on2)cc1C | 23% | -1% | -9% | 2% | 19 | -6% | 0.1% | 2% | -1% | ?
COc1ccc(OC)c(N(CC(=O)N2CCCC2)S(=O)(=O)c2ccc(OC)c(OC)c2)c1 | -2% | 1% | -2% | -5% | -1 | / | 0.1% | -10% | -1% | ?
Clc1cccc2c1CCN(Cc1nc(-c3cnccn3)no1)C2 | -19% | -1% | 2% | -4% | -2 | 1% | 0.0% | 7% | 4% | -8%
COCCn1c(CN2CC(C)CC(C)C2)nc2c1c(=O)n(C)c(=O)n2C (centres undefined) | 15% | 0% | 9% | -3% | 2 | 29% | -0.6% | 3% | 1% | 7%
CC1CCN(S(=O)(=O)c2ccc3[nH]c(=O)ccc3c2)CC1 | 0% | -2% | 21% | 4% | 1 | 7% | 0.0% | -2% | / | ?
O=C(CN1CCN(S(=O)(=O)c2cc(Cl)ccc2Cl)CC1)Nc1ccc2c(c1)OCCO2 | -18% | -2% | -30% | 7% | -2 | 3% | 0.0% | 5% | 18% | ?
N#CCc1c(C#N)c(N)nc(N2CCN(Cc3ccc4c(c3)OCO4)CC2)c1C#N | -39% | 0% | -23% | -1% | 6 | 3% | 0.5% | 6% | 13% | 18µM*
CC(OC(=O)Cc1ccsc1)C(=O)Nc1ccc(Cl)cn1 (centres undefined) | -4% | -3% | -4% | -5% | 20 | 0% | 0.0% | 1% | / | 27%
COc1ccc(CCNS(=O)(=O)c2ccc([N+](=O)[O-])cc2)cc1OC | -6% | -5% | 28% | 0% | 2 | 1% | -0.1% | -10% | 2% | 0%
CN(CC(=O)NCc1ccccc1F)S(=O)(=O)c1ccc(Cl)cc1 | -2% | -1% | 27% | -10% | 29 | 6% | -0.6% | -4% | ? | -28%
O=C(NCC1CCCO1)c1cc(S(=O)(=O)Nc2ccc(Br)cc2)ccc1Cl (centres undefined) | -13% | -3% | 15% | ? | 2 | -2% | -0.2% | 5% | 12% | ?
O=C1CC(C(=O)Nc2cccc(Cl)c2)n2ncnc2N1 (centres undefined) | 10% | -8% | -6% | 4% | 2 | -1% | 0.1% | 11% | -4% | 15%
Cn1cccc1Cc1nnc(SCC(=O)Nc2nccs2)n1CCc1ccccc1 | -2% | 1% | -14% | -1% | -5 | 9% | -0.5% | 0%[46.1 µM] | -1% | ?
COc1ccc(NC(=O)CN2CCN(S(=O)(=O)c3ccc(Br)cc3)CC2)c(OC)c1 | -7% | -6% | -18% | 14% | 1 | -2% | 0.1% | -4% | 3% | 18%
CCn1nnc2cc(C(=O)OCC(=O)N(C)Cc3cccc(F)c3)ccc21 | -1% | -2% | -26% | 8% | / | 2% | -1.1% | -40% | / | 4%
O=C(c1ccc(F)cc1Cl)N1CCN(CCc2ccccc2)CC1 | 5% | -1% | 18% | -13% | 4 | -2% | -0.3% | 3% | 0% | -9%
COc1ccc(OC)c(NC(=O)C2CCN(c3ncccn3)CC2)c1 | 1% | -3% | 11% | -23% | -3 | -2% | -0.8% | -2% | -8% | -4%
Cc1ccc2[nH]c(O)c(N=Nc3nc4ccccc4s3)c2c1 | -42% | -11% | -62%[inhibitor] | 2% | 2 | -6% | -0.3% | 7% | 29% | ?

Screening results as filed in PubChem.
